OXTR potentiate = human OXTR potentiators, primary screen, fluorescence, CHO-OTR cells, Fluo-8 calcium. actives 0.061% (n = 320,000). activation, % at 3 µM. Oxytocin receptor (Homo sapiens), P30559. Fluo-8 calcium fluorescence, potentiator mode; 0% = oxytocin EC15, 100% = EC100;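 active means activation above that plate's cutoff, the mean activation of tested compounds plus 3 SD, cut at about 6.6% in these data, passing the limit was not always enough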;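 further: 100% uses oxytocin at 75 nM as the full agonist control; some results filed as inactive read as strong as hits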
Target sequence (P30559 whole entry, looked up): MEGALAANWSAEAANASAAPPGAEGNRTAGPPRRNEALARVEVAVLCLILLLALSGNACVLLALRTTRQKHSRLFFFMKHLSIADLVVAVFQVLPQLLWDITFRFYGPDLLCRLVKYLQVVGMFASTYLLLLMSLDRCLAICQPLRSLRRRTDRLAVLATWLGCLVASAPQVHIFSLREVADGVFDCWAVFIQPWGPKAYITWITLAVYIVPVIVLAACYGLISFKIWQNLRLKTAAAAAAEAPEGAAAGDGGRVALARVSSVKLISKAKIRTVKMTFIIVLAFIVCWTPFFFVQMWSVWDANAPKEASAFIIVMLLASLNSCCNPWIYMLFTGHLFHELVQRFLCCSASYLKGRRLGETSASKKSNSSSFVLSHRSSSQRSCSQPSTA
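Material: CHO-OTR cells, human receptor; compound dosing: single dose, 3.0 µM nominal final compound concentration; schedule: 6 min compound pre-incubation at room temperature, 100 s kinetic read; measured by: kinetic Fluo-8 calcium fluorescence; read-out basis: % activation vs EC15 and EC100 oxytocin; controls: EC15 oxytocin alone as 0%, 75 nM oxytocin as 100%; replicates: singlicate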
CHO-K1 Ca antag = M1 antagonist counterscreen hit in parental CHO-K1 cells; inhibition, % at 3 µM; actives 0.6% (n = 360,000); AID 602250; ATP-induced calcium, Fluo-8 fluorescence;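 active means inhibition above a per-plate cutoff, the plate's mean sample inhibition plus 3 SD, cut at about 24% in these data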;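 further: 0% = DMSO plus EC80 ATP and 100% = DMSO alone without ATP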
CHRM4 antagonist = human M4 muscarinic receptor antagonists, primary screen, CHO cells, Fluo-8 calcium fluorescence; CHO-hM4 cells, ACh EC80; Muscarinic acetylcholine receptor M4 (Homo sapiens), P08173; actives 0.73% (n = 360,000); inhibition, % at 3 µM;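 active means inhibition above its plate's cutoff, the mean inhibition of sample wells plus 3 SD, cut at about 27% in these data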;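 further: 0% = acetylcholine EC80 with DMSO and 100% = DMSO without agonist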
Target sequence (P08173 whole entry, looked up): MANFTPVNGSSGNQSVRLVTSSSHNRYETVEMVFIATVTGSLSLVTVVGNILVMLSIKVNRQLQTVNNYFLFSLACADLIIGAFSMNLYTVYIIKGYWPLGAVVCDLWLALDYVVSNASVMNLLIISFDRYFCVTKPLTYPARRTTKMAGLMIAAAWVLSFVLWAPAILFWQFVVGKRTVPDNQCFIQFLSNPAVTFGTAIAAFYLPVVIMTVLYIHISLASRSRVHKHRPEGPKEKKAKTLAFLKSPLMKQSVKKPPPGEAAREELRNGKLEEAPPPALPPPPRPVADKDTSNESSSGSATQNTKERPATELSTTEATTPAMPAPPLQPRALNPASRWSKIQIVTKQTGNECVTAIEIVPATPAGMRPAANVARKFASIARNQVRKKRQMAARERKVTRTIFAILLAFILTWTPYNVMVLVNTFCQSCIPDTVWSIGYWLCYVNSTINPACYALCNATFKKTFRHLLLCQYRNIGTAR
CHO-K1 Ca ag = counter-screen for M1 agonists: effect in parental CHO-K1 cells; Fluo-8 calcium fluorescence; scaled to maximal ATP response, vehicle zero; activation, % at 3 µM; actives 0.48% (n = 360,000); in the data active means activation above about 15%;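 further: untransfected CHO-K1 host cells lacking M1 receptor as counterscreen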
M4 ag = human M4 muscarinic receptor agonists, primary screen, CHO-K1 cells, Fluo-8 calcium fluorescence. AID 624127, 2012. actives 0.14% (n = 360,000). Muscarinic acetylcholine receptor M4 (Homo sapiens), P08173. activation, % at 3 µM. CHO-K1 hM4/Gqi5; vehicle 0%, full acetylcholine response 100%;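 active means activation above the run mean over all test wells plus 3 SD, cut at about 32% in these data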;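 further: peak over basal fluorescence ratio per well then scaled between controls; 0% = DMSO wells and 100% = acetylcholine at EC100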
CHO parental Ca = ATP-evoked calcium signal inhibitors, parental CHO, primary screen, counter-screen for OX1R antagonist project, cell-based, fluorescence, Fluo-8 calcium dye; parental CHO-K1, ATP-induced calcium, Fluo-8 fluorescence; actives 0.63% (n = 330,000); AID 463079, 2010; inhibition, % at 5.6 µM;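 active means inhibition above that plate's mean sample inhibition plus 3 SD, cut at about 26% in these data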;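 further: 0% = ATP-challenged DMSO wells and 100% = DMSO wells without ATP; some compounds past the cut are filed as inactive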
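test system = CHO parental line | reagent = ATP stimulus | measured by = intracellular calcium via Fluo-8 no-wash fluorescent dye | control set = ATP and no-ATP DMSO wells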
M1 antag = human M1 muscarinic receptor antagonists, primary screen, CHO-K1 cells, Fluo-8 calcium fluorescence, 1536-well. Muscarinic acetylcholine receptor M1 (Homo sapiens), P11229. CHO-K1 hM1, ACh EC80 antagonist. inhibition, % at 3 µM. actives 1.3% (n = 360,000). AID 588852, 2011;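 active means percent inhibition above its own plate's cutoff, namely the mean of that plate's compound wells plus 3 SD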;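 further: peak over basal fluorescence ratio during 140 s after agonist addition; 0% = ACh EC80 plus DMSO and 100% = DMSO alone without agonist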
M1 PAM = human M1 muscarinic receptor positive allosteric modulators, primary screen, CHO-K1 cells, Fluo-8 calcium fluorescence, 1536-well | Muscarinic acetylcholine receptor M1 (Homo sapiens), P11229 | CHO-K1 hM1, ACh EC20; 0% = ACh EC20, 100% = maximal ACh | activation, % at 3 µM | actives 0.088% (n = 360,000) | AID 588819, 2011; in the data active means activation above about 19%, passing the limit was not always enough
M1 ag = human M1 muscarinic receptor agonists, primary screen, Fluo-8 calcium fluorescence, CHO-K1 cells, HTS. Muscarinic acetylcholine receptor M1 (Homo sapiens), P11229. CHO-K1 hM1, agonist mode; 0% DMSO, 100% acetylcholine EC100. activation, % at 3 µM. actives 0.33% (n = 360,000). AID 588814, 2011;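 active means activation above the run's mean compound activation plus 3 SD, cut at about 16% in these data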;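 further: peak over basal fluorescence ratio within a 140 s kinetic read after compound addition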
Numbers without * were called inactive; · = no result given.

SMILES	OXTR potentiate	CHO-K1 Ca antag	CHRM4 antagonist	CHO-K1 Ca ag	M4 ag	CHO parental Ca	M1 antag	M1 PAM	M1 ag
O=C(NCCCN1CCCCCC1)c1ccc2c(Cl)c3c(nc2c1)CCCC3	-4.6	-4.4	8.6	-0.3	0.0	-13.8	6.5	-24.4	-9.7
CC(C)c1nnc(NC(=O)CCS(=O)(=O)Cc2ccccc2)s1	-6.4	-4.9	-6.5	0.0	1.4	-7.6	-20.2	16.5	-1.1
CC(C)(C)c1cc(NC(=O)COC(=O)C2CC2)n(-c2ccccc2)n1	-1.5	-3.3	8.0	0.7	0.1	-15.1	-23.2	6.2	-2.6
CC(=O)Nc1c(O)nc(SCC(=O)Nc2c(C)cccc2C)[nH]c1=O	-4.9	-4.0	6.8	-0.1	0.3	-10.9	-4.5	-0.3	-3.3
CC(OC(=O)c1cn(-c2ccccc2)nc1-c1cccnc1)C(N)=O (stereo not given)	-4.4	-11.6	3.8	0.6	1.9	2.4	-6.3	5.9	-1.8
OCCNc1ncnc2c1sc1nc(N3CCOCC3)c3c(c12)CCC3	-2.1	2.6	-0.8	4.1	12.8	-3.3	17.9	-8.8	-2.5
Cc1cc(C(=O)N2CCCC(CO)(Cc3ccc(F)cc3)C2)c(C)o1 (stereo not given)	1.4	-12.5	0.1	1.7	2.3	-26.7	-15.9	8.4	-2.3
COc1ccccc1CC(=O)N1CCN(S(=O)(=O)c2ccccc2)CC1	-0.3	-2.7	-0.4	1.3	0.8	-1.3	-2.3	3.6	-2.9
COc1ccc(N2C(N)=C(C#N)C(c3cccnc3)C3=C2CC(C)(C)CC3=O)cc1 (stereo not given)	1.2	-4.3	-7.1	0.3	0.8	-21.0	-15.0	4.5	-3.6
Cc1ccc(S(=O)(=O)N2CCCC2C(=O)O)s1 (stereo not given)	-1.3	2.2	-14.9	-0.1	-0.2	0.8	-7.4	2.9	-3.5
COc1cc2cc(C(=O)NCCc3ccccc3)[nH]c2cc1OC	·	-14.1	3.1	0.8	1.6	·	-1.1	0.4	-1.3
COC(=O)c1ccc(NC(=O)c2cc(-c3ccccn3)nc3ccccc23)cc1	4.6	-4.3	-24.0	0.0	-0.2	-0.5	3.2	-0.8	-5.3
COc1ccc(NC(=O)CN2CCC(C(N)=O)CC2)cc1	-10.1	-0.3	-2.4	0.2	0.1	-7.1	-25.1	4.4	-2.0
CCN1CCN(Cc2ccc(NC(=O)c3cc(NC(=O)c4ccc5n[nH]nc5c4)cc(OC)c3)cc2C(F)(F)F)CC1	-9.5	-6.0	-12.1	0.1	2.7	-3.1	-10.9	4.8	-5.6
CCC1C(=O)NCCN1C(=O)c1ccc2nc(Cc3ccc(OC)cc3)oc2c1 (stereo not given)	-20.8	-4.8	-36.5	0.4	1.6	-8.7	-5.1	4.0	-1.2
CC1CCCN(S(=O)(=O)c2ccc(NC(=O)CNC3CCCC3)cc2)C1 (stereo not given)	-9.6	-22.7	-12.3	4.2	5.2	-12.5	-7.3	-2.1	-12.3
Nc1nonc1-n1nnc(C(=O)N/N=C/c2ccncc2)c1CSc1ccccc1	-24.2	-6.7	-6.1	1.2	1.4	-1.5	-7.0	3.8	-3.4
O=C(Cc1ccccc1[N+](=O)[O-])OCN1C(=O)c2ccccc2C1=O	1.1	0.4	-1.8	0.6	1.4	-0.4	5.5	-0.7	-3.6
CCCCC(c1nc2ccccc2[nH]1)n1c(-c2ccccc2)nc2cc(C)c(C)cc21 (stereo not given)	·	-12.2	-17.6	0.2	0.0	·	-23.9	1.9	-3.3
CCCCN(CC(=O)NCc1ccc(Cl)cc1)S(=O)(=O)c1ccc2c(c1)OCCO2	-9.7	9.2	-8.3	0.2	0.2	-16.6	-4.7	2.6	-3.2
CC(C)(C)C(=O)Nc1cccc(-c2cc(-c3c(Cl)cccc3Cl)no2)c1	-7.1	-6.7	5.5	1.0	-0.7	-17.4	3.2	-2.1	-5.4
O=C(CNc1ccccc1)c1ccc([N+](=O)[O-])cc1	-6.0	0.4	8.0	0.7	0.9	6.5	-3.0	-1.6	-9.8
COCCn1c(SCC(=O)N2CCCc3ccccc32)nc2cccnc21	-10.5	-9.7	-2.6	0.4	1.6	-20.4	-7.5	-1.6	-4.8
CC(C)COC(=O)CCNc1n[nH]c(=O)[nH]c1=O	-2.0	-3.3	-3.6	0.3	0.9	-0.1	-23.7	6.0	-2.9
O=C1C(=O)N(c2ccccc2)C(c2ccccc2)C1c1ccccc1 (stereo not given)	·	9.2	-7.7	-0.2	12.4	·	-3.6	-0.7	-7.9
O=C(Nc1ccc(S(=O)(=O)NC2=NCCCCC2)cc1)c1cc(F)c(F)cc1Cl	·	-2.0	-4.1	0.3	0.2	·	-9.4	8.3	-3.9
COc1ccc(N(CC(=O)Nc2ccccc2C(=O)NCCc2ccccc2)S(C)(=O)=O)cc1OC	1.4	-7.9	-14.6	2.3	5.6	-18.9	-3.3	-1.8	0.6
Cc1cc(S(=O)(=O)N2CCCC2)ccc1OCC(=O)NC1CCCC1	-8.2	3.7	2.3	0.8	1.6	-5.5	-8.2	-0.1	-6.8
Cc1ccc2[nH]c(=O)c3cc(C(=O)N(C)C4CCCCC4)sc3c2c1	-5.2	18.7	-1.2	-0.7	0.9	-27.0	-4.9	6.8	1.3
COc1ccc(/C=N/Nc2nc(-c3cccc(S(=O)(=O)N4CCCC4)c3)cs2)cc1OC	-9.8	-2.9	-2.1	0.6	3.5	-15.0	-2.4	1.7	-6.8
CC(CN(C)Cc1ccccc1)OC(=O)c1ccc2c(c1)OCCO2 (stereo not given)	-19.3	8.9	-6.1	-0.2	-1.4	-15.9	25.6	-12.7	-4.4
CC(=O)c1ccc(NC(=O)Cn2nc(C)cc2C)cc1	-6.6	17.1	3.9	0.0	0.6	-10.4	18.0	-4.5	-1.6
CCCCn1c(N)c(N(CC(C)C)C(=O)COc2cc(C)ccc2Cl)c(=O)[nH]c1=O	·	-6.3	-1.4	0.4	0.8	·	14.9	-6.0	-2.7
C/C=C(\C)C(=O)OC1[C@H](OC(C)=O)C2(CO)C(CC1(C)C)C1=CCC3C4(C)CCC(O[C@@H]5O[C@H](C(=O)O)[C@@H](O[C@@H]6O[C@H](CO)[C@@H](O)[C@H](O)[C@H]6O)[C@H](O)[C@H]5O[C@H]5O[C@H](CO)[C@@H](O)[C@H](O)[C@H]5O)[C@](C)(CO)C4CCC3(C)[C@]1(C)C[C@H]2O (stereo not given in full)	·	101.8*	90.7*	98.2*	133.4*	·	104.2*	-36.5	92.8*
COc1cccc(NC(=O)NC(=O)c2c(C)cc(Cl)nc2Cl)c1	-9.8	-23.3	-15.6	3.6	6.8	-8.2	-1.5	-2.5	-10.8
CC1Cc2ccccc2N1Cc1cc(=O)c(OCC(=O)NCCc2ccccc2)co1 (stereo not given)	-15.2	6.3	-5.7	0.2	3.4	-14.1	-3.2	4.2	-4.6
COc1ccc(-c2nnc(S/C(=C/c3ccc(Cl)cc3)C(=O)O)o2)cc1	-6.6	-16.1	2.8	0.8	1.1	-11.5	4.4	7.9	-6.0
CC(OC(=O)CCC(=O)N1CCN(S(=O)(=O)c2ccc3ccccc3c2)CC1)C(=O)NC(N)=O (stereo not given)	2.8	-0.2	1.4	0.1	0.0	-19.0	2.8	6.9	-2.5
Cc1ccc(-c2nnn(CC(=O)N(c3cccc(O)c3)C(C(=O)NC(C)(C)C)c3cccs3)n2)o1 (stereo not given)	-8.1	-5.2	7.6	6.3	22.3	-21.9	9.5	-10.8	0.2
CCN1c2ccccc2-c2nc3ccccc3n2C1c1ccncc1 (stereo not given)	3.0	2.9	-12.1	-0.3	-1.4	-21.2	-7.1	8.5	-4.3
COc1ccc(S(=O)(=O)NCCc2csc(-c3cccnc3)n2)cc1	-5.3	-0.3	-0.3	0.4	0.3	-12.7	6.3	-6.5	-1.1
Cc1cc(=O)c2n(Cc3ccc(Cl)cc3)nc[n+]2[nH]1	-3.1	7.3	13.3	-0.3	0.2	-11.1	-0.1	5.8	-5.0
COc1ccc(NC(=S)N2CCCC2)cc1	-2.7	-13.9	-2.5	1.4	1.7	-2.2	-6.1	6.7	-3.9
CCCCNC(=O)C(Cc1ccccc1)NS(=O)(=O)c1ccc2c(c1)c(=O)n(C)c(=O)n2C (stereo not given)	-8.8	3.5	-3.4	-0.2	-0.1	-1.4	-8.8	9.0	-11.9
COC(=O)Cc1ccc(NC(=O)c2ccc3c(c2)C(=O)N(Cc2ccco2)C3=O)cc1	-9.5	2.1	5.6	8.0	6.7	3.7	-1.9	-5.0	3.2
COc1ccc(-c2cc(C(=O)NCc3cccc(C(F)(F)F)c3)[nH]n2)c(C)c1	·	11.4	-5.3	0.9	2.8	·	-14.2	3.1	-4.3
CCCCCn1c(N)c(C#N)c2nc3ccccc3nc21	-6.0	-21.9	-4.5	3.0	4.7	-13.2	-8.1	9.0	0.1
CCc1nc2c(OCc3ccc(C(F)(F)F)cc3)cccn2c1N(C)C(=O)C1CC1	·	-3.8	-5.7	-0.5	-1.0	·	4.4	-12.8	-9.5
CCc1c(C(=O)NCc2cnn(C)c2)csc1C	-7.9	-17.6	6.2	-0.1	0.3	-1.6	3.1	0.2	-1.4
O=C(CSC1CC(=O)N(CCc2ccccc2)C1=O)Nc1ccc(Cl)cc1 (stereo not given)	-4.0	22.2	0.2	0.7	4.6	4.6	-2.9	4.7	-3.7
CSCCC(NC(=O)C1CCC(C)CC1)C(=O)NCCN1CCC(C)CC1 (stereo not given)	-0.6	-8.2	1.6	-0.1	-0.4	-17.9	-8.2	4.5	-6.1

Screens (PubChem)
